Compound activity as filed in PubChem.
M. tuberculosis: growth inhibition of non-replicating M. tuberculosis (AID 488890). Mycobacterium tuberculosis non-replicating, growth inhibition; higher % means a stronger effect. inhibition, % at 25 µM; hits with a dose series show IC50 in µM. hit rate 0.39% among 320,000; in the data active = a potency from the dose series; inconclusive = inhibition mostly from about 82% at the one dose, without a potency; inactive = the rest, 99 in 100 with inhibition below about 76%;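 note: plate controls were DMSO cells for no effect and high antibiotic wells for full effect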
H37Rv inhibition: M. tuberculosis growth inhibition, HTS (AID 449762); inhibition, % at 25 µM, or IC50 in µM where a hit was titrated; M. tuberculosis H37Rv growth inhibition, 7H9 media; higher % means a stronger effect; hit rate 0.59% among 330,000; in the data active = a potency from the dose series; inconclusive = inhibition above about 70% without an active follow-up result;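 note: bacterial growth assessed after seven days of incubation; strong numbers were not always called active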
Salmonella PhoP GFP: PhoP regulon inhibitors, Salmonella typhi PhoP promoter GFP reporter, confirmatory (AID 1850). Salmonella Typhi PhoP-promoter GFP reporter, fluorescence, 4 h; higher % means a stronger effect. inhibition, % at 50 µM; hits with a dose series show IC50 in µM. hit rate 0.33% among 310,000; in the data active = a potency from the dose series; inconclusive = inhibition mostly from about 25% at the one dose, without a potency; inactive = the rest, 99 in 100 with inhibition below about 19%;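 note: 0% = induced wells with vehicle and 100% = uninduced wells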
VEEV TC-83 Vero: inhibitors of VEEV TC-83 cytopathic effect, confirmation, Vero cells (AID 588727); Vero cells, VEEV TC-83 cytopathic effect inhibition; higher % means a stronger effect; inhibition, % at 20 µM, or IC50 in µM where a hit was titrated; hit rate 0.13% among 350,000; in the data active = a potency from the dose series; inconclusive = inhibition mostly from about 14% at the one dose, without a potency; inactive = the rest, 99 in 100 with inhibition below about 12%; note: strong numbers were not always called active
H1N1 NS1A inhibition: H1N1 influenza NS1A inhibitors, functional cell based assay (AID 504329) | inhibition, % at 12.5 µM; hits with a dose series show IC50 in µM | hit rate 0.3% among 340,000 | NS1A functional cell-based assay, percent inhibition; higher % means a stronger effect; in the data active = a potency from the dose series; inconclusive = inhibition above about 27% without an active follow-up result; note: strong numbers were not always called active
VEEV TC-83 Vero 10K pilot screen: further read-out of VEEV TC-83 Vero, marked with its call; inhibition, %; measured here: 10K pilot screen inhibition
The depositor's hits bear a star; i = inactive; ? = inconclusive; . = not tested or not shown.

SMILES | M. tuberculosis | H37Rv inhibition | Salmonella PhoP GFP | VEEV TC-83 Vero | H1N1 NS1A inhibition | others
c1ccc(-c2nnc(CSc3ccc4c(c3)OCCO4)o2)cc1 | ? | -4% | -5% | 0.9% | 0%
CCN(CC)C(=O)Cn1cc(C(=O)C(=O)NCCc2ccccc2)c2ccccc21 | 22% | -2% | -17% | 1.0% | -2%
O=C(NCCN1C(=O)S/C(=C\c2cccnc2)C1=O)c1ccc([N+](=O)[O-])s1 | 9% | 4% | -1% | 0.3% | -8%
COc1cc([N+](=O)[O-])ccc1NC(=O)NNC(=O)C(C)Oc1ccc(F)cc1F (configuration not stated) | -17% | 8% | 3% | 6.5% | -8%
O=C(NC1CCCCC1)Oc1cccc2ccccc12 | 5% | 21% | 1% | 1.8% | -4%
O=C(CN(Cc1ccccc1)S(=O)(=O)c1ccccc1)N/N=C/c1ccc2c(c1)OCO2 | 2% | -2% | -7% | 1.2% | 0%
O=[N+]([O-])c1ccccc1/C=C\C=N\N1CCN(c2ccccc2)CC1 | 14% | 0% | 6% | i | 59µM*
Oc1ccccc1/C=N/n1c(-c2cccs2)n[nH]c1=S | -20% | -9% | -2% | 1.5% | 3%
Cc1ccc(-c2nn(C)c(=O)c3ccccc23)cc1CNC(=O)CSc1nc2ccccc2o1 | -1% | -10% | 3% | 7.2% | -2%
CC(=O)N1CCOc2ccc(S(=O)(=O)NC[C@H]3O[C@@H](n4ccc(=O)[nH]c4=O)[C@H](O)[C@@H]3O)cc21 | . | . | . | 0.7% | 12%
Cc1cc(SCC(=O)c2cccc([N+](=O)[O-])c2)nc(=O)[nH]1 | -5% | -12% | 4% | 1.1% | 4%
Clc1ccccc1-c1ncnc2ccc(Br)cc12 | 2% | 5% | 4% | 5.3% | .
CN(CCC1CCOCC1)C(=O)C1CCC(=O)N(CCc2ccc(Cl)cc2)C1 (configuration not stated) | -6% | -2% | 8% | i | 6%
COc1ccc(C(=O)C(C)N(C(=O)c2ccc(Cl)cc2Cl)N2C(=O)C3C4C=CC(C4)C3C2=O)cc1 (configuration not stated) | 21% | -7% | 3% | i | 8%
COc1ccc(NC(=S)N(CCCN2CCCC2)Cc2cccs2)cc1 | -6% | -3% | 0% | i | -2% | VEEV TC-83 Vero 10K pilot screen=0.0
Cc1nc(SCc2c(Cl)cccc2Cl)nc(OC(=O)N(C)C)c1C | 13% | 3% | 5% | 0.7% | -14%
CN(C(=O)COC(=O)CNC(=O)c1sc2ccccc2c1Cl)C1CCS(=O)(=O)C1 (configuration not stated) | 3% | 1% | . | 1.4% | 0%
O=C(CCn1cccn1)Nc1ccc2c(c1)OCCO2 | 2% | -3% | -2% | 4.6% | 2%
COc1ccc(S(=O)(=O)N2CCCCCC2)cc1C(=O)N(C)CC(=O)Nc1ccccc1Br | -1% | -5% | 4% | 8.7% | -2%
CCOc1ccccc1C(=O)OCC(=O)Nc1cc(Cl)ccc1Oc1ccccc1 | 21% | 6% | -4% | i | 7%
Cn1c(SCC(=O)O)nnc1-c1cccc(NC(=O)c2cccc3ccccc23)c1 | -2% | 5% | -16% | 2.8% | 1%
COc1ccc(NC(=O)CCCN2C(=O)C(c3ccccc3)Oc3cccnc32)cc1OC (configuration not stated) | 5% | 0% | -3% | i | 1%
O=C1NCCN(Cc2cccc(Oc3ccccc3)c2)C1CC(=O)N1CCCCO1 (configuration not stated) | 2% | 10% | -6% | i | -6%
C/C(=N\NC(=O)C(NC(=O)c1ccccc1)C(C)C)c1ccccc1 (configuration not stated) | -3% | -6% | 12% | 0.5% | 1%
COc1ccc(C2(C(=O)N3CCC(n4nc(-c5ccccc5)oc4=O)CC3)CC2)cc1 | 1% | 4% | -3% | 0.2% | 1%

(cont.)
SMILES | M. tuberculosis | H37Rv inhibition | Salmonella PhoP GFP | VEEV TC-83 Vero | H1N1 NS1A inhibition | others
O=[N+]([O-])c1ccc(N2CCN(Cc3ccc([N+](=O)[O-])o3)CC2)cc1 | <0.1µM* | ? | 10% | i | 1%
CCc1cn([C@H]2C[C@H](O)[C@@H](CO)O2)c(=O)[nH]c1=O | -7% | 1% | -2% | i | -2%
CCCCn1c(O)c(C(CC)=Nc2cccc(C(=O)O)c2)c(=O)[nH]c1=O | 4% | 3% | -3% | 1.4% | -6% | VEEV TC-83 Vero 10K pilot screen=1.4
C/C(CC(=O)NCc1ccco1)=N\NC(=O)Cc1ccc(-c2ccccc2)cc1 | -12% | 7% | -4% | 9.4% | 1%
CCOC(=O)N1CCN(c2cc(N3CCOCC3)c(F)cc2[N+](=O)[O-])CC1 | 2% | 1% | 3% | 0.3% | 9%
CC1Cc2ccccc2N1C(=O)COC(=O)c1ccc(O)cc1 (configuration not stated) | 27% | 12% | 1% | 0.4% | 13%
COc1ccc(S(=O)(=O)NC(Cc2ccccc2)C(=O)O)cc1 (configuration not stated) | -6% | -6% | -15% | 0.2% | -1%
COc1ccc(NC(=O)CC2Nc3ccccc3NC2=O)c([N+](=O)[O-])c1 (configuration not stated) | -9% | 4% | 7% | 4.0% | -2%
CN1CCN(CCC(=O)N/N=C/c2ccccn2)CC1 | 26% | 4% | -4% | i | 1%
COc1ccc(S(=O)(=O)N2CCCCC2)cc1NC(=O)CN1CCN(C(C)=O)CC1 | 2% | -6% | -24% | 0.9% | -22%
COC(=O)CN(C#N)c1nc(OC)nc(N(C)C)n1 | . | 10% | 1% | 2.0% | -25%
COc1ccccc1C1CCN(Cc2cccc(C(=O)N3CCC(O)CC3)c2)CC1 | 26% | -7% | -3% | i | 8%
Cc1noc(C)c1COC(=O)c1csc2c1CCC(C)C2 (configuration not stated) | 21% | 6% | . | 2.3% | -1%
Cc1ccc2c(c1)N(Cc1cccc(F)c1)C(=O)C(C)O2 (configuration not stated) | 70% | 6% | -6% | i | -7%
COc1cc(NC(=O)COc2cccc3c2OC(C)(C)C3)cc(OC)c1OC | 17% | -7% | . | 7.8% | -4%
CCOc1ccc(OCC)c(S(=O)(=O)NCc2ccccc2)c1 | 13% | -4% | -4% | 0.1% | -1%
CC1Cc2cc(S(=O)(=O)NCCC(=O)NCc3ccc(F)cc3)ccc2N1C(=O)C1CC1 (configuration not stated) | -1% | -2% | 9% | 0.7% | -9%
O=C(CN1C(=O)c2ccccc2S1(=O)=O)NCc1cccs1 | 11% | -8% | -7% | i | 2%
Cc1ccc(S(=O)(=O)Nc2nc(C)cc(N/N=C/c3ccc(O)cc3)n2)cc1 | 11% | 3% | 7% | 1.1% | -1%
CC(C)N1CC(C(=O)Nc2ccc(Cl)c(Cl)c2)CC1=O (configuration not stated) | 40% | 4% | -7% | 0.4% | 0%
Cc1cccc(C)c1N1CC(=O)N(c2c(C)cccc2C)CC1=O | 6% | -10% | 20% | i | -2%
CCOC(=O)/C=C/CN(C(=O)OC(C)(C)C)S(=O)(=O)N1CC=CC1 | -4% | 10% | 2% | 0.7% | 9%
COc1cc(C(=O)NNC(=O)c2cc(S(=O)(=O)N(C)C)ccc2N2CCCC2)cc(OC)c1OC | 2% | -16% | . | 5.9% | 4%
O=c1[nH]c2c(c3c1CCCC3)CCCC2 | -12% | -8% | -7% | 0.1% | -1%
Cc1nn(-c2ncc(C(F)(F)F)cc2Cl)c(=O)n1-c1ccccc1 | -1% | -1% | -5% | 0.5% | -8%

The last 5 records of the part before open the next one:
SMILES | M. tuberculosis | H37Rv inhibition | Salmonella PhoP GFP | VEEV TC-83 Vero | H1N1 NS1A inhibition | others
Cc1cccc(C)c1N1CC(=O)N(c2c(C)cccc2C)CC1=O | 6% | -10% | 20% | i | -2%
CCOC(=O)/C=C/CN(C(=O)OC(C)(C)C)S(=O)(=O)N1CC=CC1 | -4% | 10% | 2% | 0.7% | 9%
COc1cc(C(=O)NNC(=O)c2cc(S(=O)(=O)N(C)C)ccc2N2CCCC2)cc(OC)c1OC | 2% | -16% | . | 5.9% | 4%
O=c1[nH]c2c(c3c1CCCC3)CCCC2 | -12% | -8% | -7% | 0.1% | -1%
Cc1nn(-c2ncc(C(F)(F)F)cc2Cl)c(=O)n1-c1ccccc1 | -1% | -1% | -5% | 0.5% | -8%
Cc1cc(C)nc(Nc2n[nH]c(-c3cccc4ccccc34)n2)n1 | 19% | 11% | -11% | 11% | 0%
COc1ccc(CCNC(=O)Nc2ccc([N+](=O)[O-])cc2)cc1OC | 13% | -7% | -1% | i | 13%
CN(C)c1ccnc(N(Cc2ccccc2)Cc2ccccc2)c1C#N | 13% | 2% | 3% | 1.5% | -14%
CC(C)OC(=O)CSc1nnc(-c2ccco2)n1N | 6% | -1% | -2% | i | 0%
COC(=O)C1=CN(Cc2ccc(OC)cc2)C=C(C(=O)OC)C1c1ccc(O)c(OC)c1 | 4% | 0% | -7% | i | -11%
CC1=C/C(=N\N=C2\NC(=O)C(CC(=O)Nc3ccccc3F)S2)CC(C)(C)C1 (configuration not stated) | 67% | 7% | -4% | i | -9%
COc1ccc(C(=O)/C=C/c2ccc(O)cc2)c(O)c1CC=C(C)C | 3% | 31% | -2% | 4.5% | 9%
O=C(CSc1nnc2c(Cl)cc(C(F)(F)F)cn12)NCc1ccc(F)cc1 | 3% | -6% | 0% | 0.8% | -5%
COc1ccc(NC(=O)Nc2cccc([N+](=O)[O-])c2)cc1Cl | 21% | 4% | -5% | 4.3% | 8%
COc1cc(CN2CC(C)OC(C)C2)cc(OC)c1 (configuration not stated) | -7% | -9% | 3% | i | 21%
CC1(C)Cc2ccccc2C2=NNC(=O)C2=N1 | 79% | 11µM* | 8% | 10% | 13%
Cc1cc2c(c(SCC(=O)Nc3ccc(C)c(C)c3)n1)C(=O)OC2 | -35% | 0% | -11% | 0.8% | -2%
O=c1cc(O)c2sc3nc4c(c(C(F)(F)F)c3c2[nH]1)CCCCC4 | 44% | -4% | 11% | 3.9% | -24%
CN(C)C(=O)Oc1ccc(OC(=O)c2ccccc2)cc1 | 54% | 51% | -6% | i | 8%
CCCN1CCC(NC2CCC(O)CC2)CC1 (configuration not stated) | 11% | -1% | -4% | i | -14%
Cc1ccc(S(=O)(=O)N2CC2(C)CCl)cc1 (configuration not stated) | 9% | 3% | -10% | 0.7% | 12%
CCc1ccc(NC(=O)C(C)OC(=O)Cc2cc(OC)c(OC)c(OC)c2)cc1 (configuration not stated) | 55% | -7% | . | 1.9% | -19%
Cc1ccc(OCC(=O)Nc2ccc3c(c2)nc(CCN2CCN(C)CC2)n3C)cc1 | 77% | -4% | 1% | 3.2% | 4%
COc1ccc(NC(=O)C2CCN(C(=O)NCc3ccccc3)CC2)cc1 | -3% | -9% | 5% | 4.0% | -5%
CC(C)(C)C(=O)NC1CCN(S(=O)(=O)c2ccccc2F)CC1 | -21% | -1% | -3% | 3.9% | 6%
CC(C)c1nnc(NC(=O)C2CCN(c3nc4ccccc4s3)CC2)s1 | 4% | 14% | -4% | 1.0% | -6%
O=C(O)c1ccccc1-c1c2cc(I)c(=O)c(I)c-2oc2c(I)c(O)c(I)cc12 | 58% | 26% | -229% | 0.3% | 19µM*
CN(CC(=O)Nc1ccc(F)cc1)C(=O)c1cccc(NS(=O)(=O)c2ccccc2)c1 | . | 5% | . | 7.7% | -7%
CCc1ccccc1NC(=O)CCS(=O)(=O)c1ccc(OC)cc1 | -1% | -2% | 2% | 0.1% | 2%
CNC(=O)/C=C1\NC(C)(C)Cc2ccccc21 | 2% | -11% | -8% | 0.7% | -10%
C=C(C)[C@@H]1C2C(=O)O[C@H]1[C@H]1OC(=O)[C@@]34OC3C[C@]2(O)[C@@]14C (some centres not stated) | -9% | -5% | -9% | 0.4% | 1%
O=C(NNC(=O)c1nn(-c2ccc(F)cc2)ccc1=O)c1ccc(Cl)cc1 | 5% | -9% | 1% | 1.5% | .
CC(C)C(NC(=O)c1c(F)cccc1F)C(=O)NCC(c1ccccc1)N(C)C (configuration not stated) | 1% | -5% | 5% | 1.7% | 0%
O=C1CCCC(O)=C1C1C2=C(CCCC2=O)Oc2ccccc21 (configuration not stated) | -2% | 5% | -14% | i | 8%

An excerpt taken from the entries so far, as a working copy:
SMILES | M. tuberculosis | H37Rv inhibition | Salmonella PhoP GFP | VEEV TC-83 Vero | H1N1 NS1A inhibition | others
c1ccc(-c2nnc(CSc3ccc4c(c3)OCCO4)o2)cc1 | ? | -4% | -5% | 0.9% | 0%
CCN(CC)C(=O)Cn1cc(C(=O)C(=O)NCCc2ccccc2)c2ccccc21 | 22% | -2% | -17% | 1.0% | -2%
O=C(NCCN1C(=O)S/C(=C\c2cccnc2)C1=O)c1ccc([N+](=O)[O-])s1 | 9% | 4% | -1% | 0.3% | -8%
COc1cc([N+](=O)[O-])ccc1NC(=O)NNC(=O)C(C)Oc1ccc(F)cc1F (configuration not stated) | -17% | 8% | 3% | 6.5% | -8%

The order is random; overall some 1.4% were active at least once.
